Screening data deposited in PubChem BioAssay by several laboratories.
TLR9-MyD88 inh = inhibitors of human TLR9-MyD88 binding | 0.21% of 340,000 active | inhibition, % at 4.98 µM | AID 504734 | Q9NR96+Q99836 | CHO BLA complementation TLR9-MyD88, CCF4 FRET ratio;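 active means inhibition above the mean over all tested compounds plus 3 SD, cut at about 21% in these data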;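 further: 0% = DMSO only wells and 100% = clavulanate BLA inhibitor control wells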
EBV LMP1 NFkB = inhibitors of Epstein-Barr LMP1-induced NF-kappaB reporter | LMP1-induced NF-kappaB luciferase reporter cells, luminescence | inhibition, % at 12.5 µM | 0.69% of 350,000 active; in the data active means inhibition above about 41%;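 further: 0% = neutral control wells and 100% = reference inhibitor control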
TWEAK Fn14 block = inhibitors of TWEAK-Fn14 interaction signaling. 2% of 360,000 active. TWEAK-stimulated Fn14 reporter cells, luciferase luminescence, 8 h. inhibition, % at 10 µM; in the data active means inhibition above about 50%
LRH-1 inv ag = NR5A2 inverse agonism in reporter assay; O00482; HEK293T StAR-luciferase reporter, LRH-1 transfected, 24 h; inhibition, % at 3.6 µM; 0.13% of 360,000 active;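 active means inhibition above the mean inhibition of all tested compounds plus 3 SD, cut at about 73% in these data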;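 further: 0% = DMSO wells and 100% = reporter-only cells lacking LRH-1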
NCOA3 inh = inhibitors of human steroid receptor coactivator 3 (SRC3); HEK293 GAL4-SRC3 luciferase reporter, luminescence; inhibition, % at 3.6 µM; 0.17% of 360,000 active; AID 588352;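 active means inhibition above a per-campaign cutoff, the mean of all compounds plus 3 SD, cut at about 60% in these data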;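 further: 0% = DMSO-treated cells and 100% = gossypol-treated cells at 36 µM; higher means less SRC3-driven luciferase light from the GAL4 reporter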
SRC2 inh = inhibits human steroid receptor coactivator 2 | AID 651957 | inhibition, % at 9 µM | 0.17% of 370,000 active | HEK293 GAL4-SRC2 luciferase reporter, luminescence | Q15596;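 active means inhibition above the mean inhibition of all tested compounds plus 3 SD, set per campaign, cut at about 52% in these data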;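 further: 0% = DMSO treated cells and 100% = cells given Gossypol at 36 µM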
SRC1 inh = human NCOA1 inhibition; AID 588354; HEK293 GAL4-SRC1 luciferase reporter, luminescence; Q15788; 0.12% of 360,000 active; inhibition, % at 3.6 µM;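 active means inhibition above the campaign mean plus 3 SD, with each screening campaign given its own cutoff, cut at about 60% in these data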;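 further: 0% = DMSO treated cells and 100% = gossypol at 36 µM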
Target sequence (Q15788 whole entry, looked up, the tested form may be a part): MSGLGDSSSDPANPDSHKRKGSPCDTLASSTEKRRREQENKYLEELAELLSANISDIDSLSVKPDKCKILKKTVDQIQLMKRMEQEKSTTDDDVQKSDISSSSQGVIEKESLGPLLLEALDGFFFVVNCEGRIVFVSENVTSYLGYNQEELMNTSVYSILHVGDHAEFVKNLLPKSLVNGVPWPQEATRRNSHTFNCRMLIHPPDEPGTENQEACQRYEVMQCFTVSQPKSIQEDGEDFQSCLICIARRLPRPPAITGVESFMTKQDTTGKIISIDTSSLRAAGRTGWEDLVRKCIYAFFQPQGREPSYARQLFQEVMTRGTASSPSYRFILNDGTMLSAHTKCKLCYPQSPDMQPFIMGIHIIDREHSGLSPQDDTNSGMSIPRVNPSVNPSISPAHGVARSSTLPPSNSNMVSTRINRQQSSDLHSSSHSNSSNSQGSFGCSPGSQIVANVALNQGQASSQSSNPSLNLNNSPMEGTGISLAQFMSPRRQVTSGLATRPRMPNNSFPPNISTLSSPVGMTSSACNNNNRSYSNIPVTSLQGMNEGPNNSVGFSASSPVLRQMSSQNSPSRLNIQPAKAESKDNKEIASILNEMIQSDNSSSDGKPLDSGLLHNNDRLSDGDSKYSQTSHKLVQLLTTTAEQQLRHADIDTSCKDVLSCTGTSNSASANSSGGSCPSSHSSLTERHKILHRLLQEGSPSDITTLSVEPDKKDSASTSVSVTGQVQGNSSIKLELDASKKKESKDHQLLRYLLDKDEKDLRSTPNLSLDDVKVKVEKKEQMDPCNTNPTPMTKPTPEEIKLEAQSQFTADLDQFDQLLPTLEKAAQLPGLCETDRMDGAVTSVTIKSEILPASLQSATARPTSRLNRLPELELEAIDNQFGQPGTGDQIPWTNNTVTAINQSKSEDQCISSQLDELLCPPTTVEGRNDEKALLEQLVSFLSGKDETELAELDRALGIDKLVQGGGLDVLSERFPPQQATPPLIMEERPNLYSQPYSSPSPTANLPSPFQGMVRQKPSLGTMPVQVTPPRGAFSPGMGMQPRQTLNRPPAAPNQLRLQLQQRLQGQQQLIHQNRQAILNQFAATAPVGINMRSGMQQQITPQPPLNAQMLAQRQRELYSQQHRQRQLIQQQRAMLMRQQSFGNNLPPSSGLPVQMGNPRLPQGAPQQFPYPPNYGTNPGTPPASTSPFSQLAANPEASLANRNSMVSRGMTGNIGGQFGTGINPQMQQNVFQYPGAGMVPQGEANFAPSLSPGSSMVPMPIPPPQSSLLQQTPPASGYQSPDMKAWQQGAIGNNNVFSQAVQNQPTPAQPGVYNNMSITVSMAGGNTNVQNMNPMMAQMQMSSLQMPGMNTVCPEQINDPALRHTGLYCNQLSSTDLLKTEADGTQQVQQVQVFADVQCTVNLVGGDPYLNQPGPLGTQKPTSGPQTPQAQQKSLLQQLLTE
NOD2-RIPK2 inh = NOD2-RIPK2 protein interaction inhibition; inhibition, % at 4.98 µM; 0.38% of 360,000 active; CHO BLA complementation NOD2-RIPK2, CCF4 ratio; in the data active means inhibition above about 21%;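 further: 0% = vehicle only and 100% = reference blocker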
TROY NFkB inh = inhibitors of TROY-dependent NF-kB signaling; Q293 LMP1-TROYcd NF-kB luciferase reporter, 4 h; inhibition, % at 10 µM; 0.98% of 360,000 active; AID 1347056;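 active means compounds whose plate-normalised and pattern-corrected inhibition of the luciferase reporter signal at the single screening dose is 50% or more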
C8 TRAIL sens = sensitizes caspase-8 expressing cells to TRAIL; NB7+C8 cells + TRAIL, ATPlite viability luminescence; 1% of 360,000 active; inhibition (viability loss, TRAIL sensitization), % at 10 µM;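 active means compounds causing at least 50% loss of cell viability in the single-dose screen, relative to plate controls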
NR2F2 inh = NR2F2 (human) inhibition, primary screen | HEK293T NGFI-A luciferase reporter, luminescence | 0.7% of 370,000 active | inhibition, % at 8.6 µM | P24468;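 active means inhibition above a per-plate cutoff, mean inhibition of test wells between control levels plus 3 SD, cut at about 38% in these data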;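 further: cells cotransfected with COUP-TFII expression vector driving the NGFI-A reporter; 0% = median of COUP-TF2 test wells and 100% = reporter-only cells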
* marks the source's active call; other numbers are inactive results; . = no result given. Only part of the results is shown; rates above refer to the full screens.

SMILES	TLR9-MyD88 inh	EBV LMP1 NFkB	TWEAK Fn14 block	LRH-1 inv ag	NCOA3 inh	SRC2 inh	SRC1 inh	NOD2-RIPK2 inh	TROY NFkB inh	C8 TRAIL sens	NR2F2 inh
Cc1ccc(OCCn2cc(/C=N/NC(=O)c3ccncc3)c3ccccc32)cc1	1	4	27	-1	-4	5	-36	0	20	26	-6
CCOc1ccccc1CNC(CC)CO (stereo not drawn)	-5	-10	12	17	15	16	1	-5	-11	-5	17
O=[N+]([O-])c1ccccc1-n1cnc2ccccc21	-4	0	-21	5	21	-27	17	-16	-13	2	14
Cc1cccc(COCCN2CCN(S(=O)(=O)c3ccccc3)CCC2=O)c1	-2	-14	10	2	-12	-11	10	-10	-8	12	2
CC#CCN(Cc1ccco1)C(=O)C1CCC(=O)N(Cc2ccccc2F)C1 (stereo not drawn)	5	-6	1	-9	-10	-3	-19	-7	-31	-12	-12
CCN(CC)S(=O)(=O)c1ccc2[nH]c(=O)[nH]c2c1	3	-1	-7	-6	18	-6	2	-3	-11	-1	9
O=C(CCNC(=O)C1CCN(S(=O)(=O)c2ccc(F)cc2)CC1)NCc1ccc(Cl)cc1	8	-3	-13	-28	11	27	-4	-8	9	-32	9
COc1ccc(OC)c(CNC(=O)COc2cc(=O)n(C)c3ccccc23)c1	0	-9	-1	8	10	-32	-27	1	2	-10	-10
Cc1cc(C)c2c(N)c(C(=O)c3cccc(Cl)c3)sc2n1	10	2	5	0	12	-19	5	-1	14	2	-3
COC(=O)C1=C(C)N(c2cccc(OC)c2)C(=O)/C1=C\c1ccco1	-1	12	25	-2	13	9	-4	1	-4	-24	-2
CCCCc1c(C)c2ccc(OCC(C)=O)cc2oc1=O	-15	-55	6	-108	-68	-99	-102	-11	-41	9	-51
C=CCn1c(SCC(=O)Nc2ccc3c(c2)OCCO3)nc2cc(C(=O)O)ccc2c1=O	0	5	-3	-8	11	-11	-22	6	15	-14	-16
O=C(CN1CCC(n2nnc3cc(C(F)(F)F)ccc32)CC1)N1CCc2ccccc21	-1	-1	0	4	-2	6	3	-9	-2	4	11
O=C(CN1C(=O)c2cccc3cccc1c23)NCC1CCCO1 (stereo not drawn)	-6	-11	-9	15	-2	9	-5	8	-4	2	10
O=C(c1cccs1)N1C[C@@H](n2cc(C3CC3)nn2)[C@H](O)C[C@@H]1c1ccccc1	-5	8	-19	29	8	17	7	9	7	-3	-23
O=C1c2c(-c3ccc(Br)cc3)noc2CCN1Cc1cn(Cc2ccccc2)nn1	.	.	.	-1	.	7	.	-1	.	10	-7
COc1cc(OC)c(C(=O)OCC(=O)Nc2ccc(N3CCOCC3)cc2)cc1OC	-3	5	4	19	11	1	9	-6	-1	0	2
COc1ccc(OC)c(NC(=O)Nc2nc(C(C)N)cs2)c1 (stereo not drawn)	.	.	-3	20	-9	0	6	7	-16	-9	-18
CCc1ccc(NC(=O)CS(=O)CC(=O)Nc2ccc(-n3cnnn3)c(C)c2)cc1 (stereo not drawn)	3	5	-20	-4	-7	-4	-31	-5	-6	5	14
CCOC(=O)N1CCN(C(=O)c2cc3c(=O)n4ccccc4nc3s2)CC1	-15	-2	3	2	-15	-11	-19	-3	-4	-1	-9
O=C(CCCSc1nc2sc3c(c2c(=O)[nH]1)CCC3)NCCCO	6	-10	5	-22	4	-7	1	-9	11	-13	3
Cc1ccc(-c2nnc(N)s2)cc1	-7	1	-36	-36	-22	-22	-28	-2	-30	18	-28
Cc1c(Cl)cccc1NC(=O)c1ccc(-n2ccnc2)nc1	-1	-5	5	-9	9	-1	-7	1	-16	3	11
CSc1ccc(Cl)c(C(=O)NCCOc2cc(C(C)C)ccc2C)c1	6	2	-16	-13	6	5	10	3	-7	-6	-1
CCCc1nc2ccccc2n1C(C)C(=O)NC(C)(C)C (stereo not drawn)	.	.	.	-18	.	-19	.	-8	.	-4	-17
CC(=Nc1ccc(C)cc1)c1sc2ccccc2c1O	-2	-23	37	-125	-49	-42	-91	5	21	62*	-67
Cc1ccc(OCC(=O)NCCNC(=O)COc2ccc(C)cc2)cc1	-3	-3	-11	1	2	4	-11	4	-14	-11	-7
CCn1nccc1C(=O)Nc1ccc(C(=O)OC(C)C)cc1	-4	-38	-56	-73	-65	-30	-44	-2	-10	18	-17
CC(=O)c1ccc(NC(=O)[C@@H]2CCCN2C2=NS(=O)(=O)c3ccccc32)cc1	-35	11	13	-3	-8	-21	-14	-2	5	10	-11
C=CCC(=O)N1CCCC(CNC(=O)c2ccc(-c3ccccc3)cc2)C1 (stereo not drawn)	-3	3	-8	-12	12	2	6	-14	-3	-2	-13
CCCc1nn(C)c(C(=O)Nc2ccc3ccccc3c2)c1Cl	3	-10	-35	-112	-41	-45	-121	-5	-111	21	-43
Cc1ccc(Oc2ccccc2/C=N/O)cc1	-8	-5	9	1	-9	-10	-6	3	6	5	1
CC1CCN(C(=O)C(=O)Nc2sc3c(c2C(N)=O)CC(C)(C)OC3)CC1	-20	3	8	4	3	21	-18	7	20	-5	-5
CCC(CC)NC(=O)c1ccc(NS(=O)(=O)c2ccc3[nH]c(=O)[nH]c3c2)cc1	-1	5	-2	7	15	-18	3	-14	-1	-2	-15
CCOc1ccc(CCNC(=O)COC(=O)c2cccc(S(=O)(=O)N3CCOCC3)c2)cc1OCC	8	-7	5	14	5	-6	-26	-4	-17	5	-1
CN(CC(=O)Nc1ccc(F)c(F)c1F)C(=O)c1ccc(-n2cncn2)c([N+](=O)[O-])c1	-3	-2	-2	-6	-15	-3	-61	2	-3	-7	1

Limited to EBV LMP1 NFkB, NCOA3 inh and TROY NFkB inh, for two of the compounds above:
| molecule | EBV LMP1 NFkB | NCOA3 inh | TROY NFkB inh |
| --- | --- | --- | --- |
| O=C(CN1C(=O)c2cccc3cccc1c23)NCC1CCCO1 (stereo not drawn) | -11 | -2 | -4 |
| O=C(c1cccs1)N1C[C@@H](n2cc(C3CC3)nn2)[C@H](O)C[C@@H]1c1ccccc1 | 8 | 8 | 7 |

The listing continues.
SMILES	TLR9-MyD88 inh	EBV LMP1 NFkB	TWEAK Fn14 block	LRH-1 inv ag	NCOA3 inh	SRC2 inh	SRC1 inh	NOD2-RIPK2 inh	TROY NFkB inh	C8 TRAIL sens	NR2F2 inh
C=CCn1c(SCC(=O)NCc2ccccc2)nnc1C1CCCCC1	-7	-3	2	6	-16	.	4	-4	-3	-8	.
CCN1CCN(C(=O)c2cc(-c3ccco3)nc3ccccc23)CC1	-4	1	6	-22	-3	6	1	-13	-8	-9	-11
O=C1CCS/C(=N\N=C\c2ccc(Cl)cc2Cl)N1	8	0	-7	-30	-36	-22	-52	12	-10	1	-14
O=C(COC(=O)c1nc(Cl)ccc1Cl)c1ccc[nH]1	3	-4	-2	-6	6	-1	7	-7	8	-7	15
CS(=O)(=O)N(CC(=O)Nc1ccc(S(=O)(=O)N2CCOCC2)cc1)c1ccccc1Cl	-1	-3	23	6	5	5	5	-7	7	7	-1
Cc1ccc(NC(=O)CSCC(=O)Nc2ccc(S(=O)(=O)N3CCCC3)cc2)cc1	5	5	-2	23	21	1	-4	-4	-12	13	6
COc1ccc(NC(=O)c2cc(-c3cc(Cl)ccc3C)n[nH]2)cc1OC	.	.	-10	58	41	-44	-40	5	-12	16	-27
COc1ccc(NC(=O)C2(C)Cc3c(-c4ccc(NC(C)=O)cc4)ccnc3O2)cc1OC (stereo not drawn)	.	.	-72	24	-5	-11	3	-5	-10	-3	6
CCOC1=C2[C@H](c3ccccc3)N(S(=O)(=O)c3ccc(C)cc3)C(C(C)(C)C)[C@H]2C(C#N)(C#N)C(C#N)(C#N)C1 (stereo partly drawn)	.	.	54*	13	-18	9	-5	0	17	4	9
O=C(CCc1ccccc1)Nc1ccccc1F	0	-19	-25	-185	-95	-61	-107	-6	-55	0	-75
O=C(NCCn1c(C(F)(F)F)nc2ccccc21)[C@H]1CCCN1c1nc(CN2CCCCC2)cs1	-3	0	-7	-3	-15	-33	-13	-6	3	-12	-8
COCC(C)n1c(C)cc(C(=O)CSc2nnc(N)s2)c1C (stereo not drawn)	-12	5	-15	-63	-53	-68	-37	-5	-20	-5	-16
OC(COCC(F)(F)C(F)(F)C(F)(F)C(F)F)Cn1c2ccccc2c2ccccc21 (stereo not drawn)	16	-18	-10	27	8	5	-11	-10	10	-3	10
CN(c1ccc(C(=O)N2CCN(Cc3ccccc3)CC2)cc1)S(=O)(=O)c1ccc(Cl)cc1	-5	14	11	11	15	23	4	0	15	-1	8
CCOc1cc(C(=O)O)cc(Cl)c1OC	2	-3	27	10	13	-4	0	-6	24	-23	11
Cc1ccc(C(=O)NC(=S)/C=C2\N(C)c3ccccc3C2(C)C)cc1	5	4	34	16	14	31	8	1	16	30	7
Cc1cn([C@@H](CCCCN)C(=O)NCCCCCCCCCCC(=O)N2CCNCC2)nn1	-1	-2	-12	9	-24	-4	-10	-3	-6	1	-16
O=C1C2C3C=CC(C3)C2C(=O)N1CCc1ccccc1 (stereo not drawn)	0	2	-10	-11	10	-1	-3	-12	-19	12	10
COCCCNC(=O)c1csc([C@H]2C[C@H](O)[C@@H](CO)O2)n1	.	.	-2	-1	-4	4	8	-9	-2	-6	-10
CCOc1ccc(Nc2oc(-c3cccs3)nc2C#N)cc1	6	-5	-16	-30	-9	-19	-22	-4	-38	7	-22
COc1ccc(Cl)cc1S(=O)(=O)N(C)CC(=O)NCc1ccc2c(c1)OCO2	-13	-6	53*	2	16	-12	-24	-5	0	-8	8
COc1ccc(-c2nc3ccccc3[nH]2)cc1	1	30	66*	-112	-65	-6	-77	-8	36	79*	-38
COc1ccccc1/C=C/C=N/NC(=O)c1cc(-c2ccc(C)o2)[nH]n1	-6	8	12	-32	-5	12	-10	-10	24	17	14
O=C(Nc1cccc(NC(=O)N2CCN(c3ccccc3)CC2)c1)N1CCN(c2ccccc2)CC1	-5	6	86*	-11	-8	19	5	1	.	10	26
CC(C)NC(=O)Nc1ccc2c(c1)C(=O)N([C@H](C)CO)C[C@H](C)[C@@H](CN(C)S(=O)(=O)c1ccc(F)cc1)O2	-9	4	7	11	-17	-7	-21	-6	5	-10	2
O=C(Nc1cccc(Cl)c1N1CCOCC1)c1ccc2c(c1)OCCO2	1	3	11	-8	11	-19	3	0	-10	7	-8
COc1ccc(Cc2nnc(SCC(=O)NCC3CCCO3)o2)cc1 (stereo not drawn)	6	4	8	19	-2	-15	8	-12	1	-4	-3
COC(=O)Cc1csc(Nc2c(C)n(C)n(-c3ccccc3)c2=O)n1	2	-11	-12	6	-2	3	-8	2	-3	1	0
Cc1ccc(C(=O)Nc2cccc(C(F)(F)F)c2)cc1Nc1ccccn1	-3	11	-11	1	-23	-4	4	7	-23	-6	5
C#CC(CO)N(CCN(Cc1ccccc1)C(C#C)CO)Cc1ccccc1 (stereo not drawn)	-11	32	-9	-8	15	-10	-7	12	3	5	3
COc1ccc(S(=O)(=O)N2CCCCCC2)cc1NC(=O)CCNC(=O)c1ccccc1Cl	-5	-6	2	-28	4	-14	7	-4	-3	-8	25
O=C(NNC(=S)Nc1ccc(F)cc1)c1ccccc1OC(F)F	-2	4	-42	2	-5	1	-21	-18	-24	-12	3
CC(=O)NCCc1nc(-c2ccc(Cl)cc2)no1	4	4	8	-37	4	-13	-3	2	-13	4	-8
